High-throughput results from PubChem BioAssay.
NS3 helicase inh: HCV NS3 helicase inhibition. 0.56% of 290,000 active. NS3 helicase DNA unwinding, Cy5 molecular beacon fluorescence. inhibition, % at 10.9 µM. AID 1800;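 active = inhibition above the mean of all tested compounds plus 3 SD, set per campaign, cut at about 35% in these data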;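 note: 0% = DMSO wells and 100% = thioflavine S control wells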
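test system = hepatitis C virus NS3 helicase domain fragment enzyme | reagent = annealed dual-labelled DNA beacon duplex, ATP-started | times = 1 h at 25 °C | detection = Cy5 fluorescence, 0 and 60 min reads | read-out basis = percent inhibition from t60/t0 fluorescence ratio | control set = DMSO and thioflavine S | replication = one well per compound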
UBC9 SUMO inh: blocks human SUMOylation mediated by UBC9; P63279; HTRF SUMOylation assay, SAE1/SAE2 + UBC9, in vitro; inhibition, % at 35 µM; 0.36% of 290,000 active; AID 2006; in the data active = inhibition above about 50%, passing the limit was not always enough; note: strong numbers were not always called active
Target sequence (P63279 whole entry, looked up): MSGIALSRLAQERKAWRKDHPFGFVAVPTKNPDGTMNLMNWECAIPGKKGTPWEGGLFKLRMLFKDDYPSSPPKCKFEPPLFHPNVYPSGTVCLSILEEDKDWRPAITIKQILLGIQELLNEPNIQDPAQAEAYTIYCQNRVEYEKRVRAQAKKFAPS
pCIP destab: p/CIP protein destabilization. 0.01% of 290,000 active. decrease of EGFP signal, % at 10 µM. F442A p/CIP-EGFP cells, EGFP fluorescence, 16 h;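 active = EGFP signal decrease of at least 30% at 10 µM or well 3 SD below plate mean, unless failing retest; inactive = the rest, including hits failing retest or dose response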; note: some compounds called inactive have numbers as strong as hits; many of its hits are not listed in these tables
IMP-1 inh: inhibitors of Pseudomonas aeruginosa IMP-1 metallo-beta-lactamase; purified IMP-1, nitrocefin hydrolysis, epi-absorbance fluorescence; inhibition, % at 5.6 µM; 0.45% of 290,000 active;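 active = inhibition above the mean plus 3 SD of all compounds in the same screening run, cut at about 4.5% in these data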;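 note: 0% = IMP-1 with DMSO and 100% = DMSO wells lacking enzyme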
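System: purified IMP-1; amount: IMP-1 0.2 nM before substrate addition; compound: single dose, 5.6 µM; times: 25 °C, 15 min preincubation, 25 min reaction; signal: Epi-absorbance via hydrolysed-nitrocefin quenching of white-plate fluorescence, 480/530 nm, EDTA stop; benchmarks: DMSO with and without IMP-1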
PHOSPHO1 inh: PHOSPHO1 (human) inhibition | Q8TCT1 | recombinant PHOSPHO1, absorbance phosphatase assay | inhibition, % at 13.3 µM | 1.1% of 290,000 active; in the data active = inhibition above about 60%
Target sequence (Q8TCT1 whole entry, looked up): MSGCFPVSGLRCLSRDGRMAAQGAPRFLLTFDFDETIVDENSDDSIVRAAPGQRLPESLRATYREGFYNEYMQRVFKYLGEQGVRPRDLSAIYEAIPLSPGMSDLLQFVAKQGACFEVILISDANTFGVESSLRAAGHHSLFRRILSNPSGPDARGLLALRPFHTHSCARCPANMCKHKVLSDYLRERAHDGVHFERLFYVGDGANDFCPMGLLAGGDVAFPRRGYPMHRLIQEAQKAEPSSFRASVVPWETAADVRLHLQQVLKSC
IDE act: IDE (human) activation, cell-based; P14735; HEK cells, FAbeta-B cleavage, fluorescence polarization; 0% vehicle, 100% cell-free pure enzyme wells; activation, % at 5.96 µM; 0.073% of 340,000 active; AID 493087;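 active = activation above the mean of all tested compounds plus 3 SD, set per screening campaign, cut at about 17% in these data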
VIM-2 inhibitor: inhibitors of Pseudomonas aeruginosa VIM-2 metallo-beta-lactamase | purified VIM-2, nitrocefin hydrolysis, epi-absorbance fluorescence | inhibition, % at 5.6 µM | 0.89% of 290,000 active | AID 1527;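 active = inhibition above the mean of all tested compounds plus 3 SD, cutoff set per screening run, cut at about 7.5% in these data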;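 note: red hydrolysis product quenches plate fluorescence so inhibitors raise well fluorescence; 0% = enzyme with DMSO and 100% = DMSO without enzyme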
DNA FID counter: fluorescent intercalator displacement, NS3 helicase counter-screen; 0.17% of 290,000 active; inhibition, % at 7.9 µM; DNA fluorescent intercalator displacement, fluorescence; in the data active = inhibition above about 37%;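 note: 0% = vehicle and 100% = reference compound; higher means more ethidium bromide displaced from hairpin DNA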
MEKK3 PB1 HTS: raises or lowers MEK5 binding to the human MEKK3 PB1 domain | binding response (% of control), % at 10 µM | Q99759 | bead-based flow cytometry, Alexa488-MEK5 binding to MEKK3; actives lie on both sides; 0 = blocked by unlabeled MEK5, 100 = vehicle | 1.4% of 290,000 active;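 active = binding response more than 3 SD above or below the average of its plate-row segment, actives on both sides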;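 note: Alexa488 bead fluorescence after subtracting the streptavidin-only scavenger bead signal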
Target sequence (Q99759 whole entry, looked up, the tested form may be a part): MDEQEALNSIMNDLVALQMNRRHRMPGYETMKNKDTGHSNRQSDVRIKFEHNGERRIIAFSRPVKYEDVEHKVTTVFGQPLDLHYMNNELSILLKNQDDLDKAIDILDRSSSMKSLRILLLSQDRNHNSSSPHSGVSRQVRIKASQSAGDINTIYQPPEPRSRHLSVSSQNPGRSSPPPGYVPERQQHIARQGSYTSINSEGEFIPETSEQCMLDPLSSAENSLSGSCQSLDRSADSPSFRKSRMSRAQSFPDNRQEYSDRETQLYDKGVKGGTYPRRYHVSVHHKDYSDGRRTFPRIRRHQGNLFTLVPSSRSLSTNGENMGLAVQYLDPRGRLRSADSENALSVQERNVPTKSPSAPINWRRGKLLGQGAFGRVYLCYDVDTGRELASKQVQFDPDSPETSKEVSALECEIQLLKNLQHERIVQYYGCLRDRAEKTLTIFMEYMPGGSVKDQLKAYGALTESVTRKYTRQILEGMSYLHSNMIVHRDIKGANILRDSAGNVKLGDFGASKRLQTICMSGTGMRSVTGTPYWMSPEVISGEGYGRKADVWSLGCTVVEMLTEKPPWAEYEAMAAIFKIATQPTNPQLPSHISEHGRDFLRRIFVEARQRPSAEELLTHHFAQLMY
The depositor's hits bear a star; . = not tested or not shown; & = joins results of further samples. Not all compounds are listed, so the mix of outcomes need not match the whole.

Start of the data: the first 11 compounds (preview)
SMILES | NS3 helicase inh | UBC9 SUMO inh | pCIP destab | IMP-1 inh | PHOSPHO1 inh | IDE act | VIM-2 inhibitor | DNA FID counter | MEKK3 PB1 HTS
Cc1ccc(/C=C/C(=O)NCC2COc3ccccc3O2)o1 (stereo not given) | 2 | -1 | 4 | -2.1 | -8 | 1 | -0.9 | -8 | 106
Cc1ccc(NC(=O)CSc2nc(O)c(Cc3ccccc3)c(=O)n2-c2ccccc2)cc1 | 20 | 5 | 7 | 0.2 | -2 | 4 | -0.1 | -42 | 83
Cc1cccc(-n2ncc3c(NCCCO)ncnc32)c1 | 3 | 10 | -4 | -4.2 | -15 | 4 | -5.5 | -7 | 103
COc1ccc(C(=O)CSc2nnc(CNc3nc(-c4ccccc4)cs3)n2C)cc1 | -24 | -10 | 0 | -2.5 | 18 | -13 | -1.3 | -21 | 92
Cc1ccccc1C(=O)N1N=C(c2ccc(NS(C)(=O)=O)cc2)CC1c1cccs1 (stereo not given) | -11 | -4 | -7 | -5.6 | . | -4 | -0.5 | -25 | 103
Cc1ccc(C2CCN(C(=S)NC3CCCCC3)C2)cc1 (stereo not given) | -11 | 10 | -3 | -2.3 | -7 | -3 | -2.0 | -7 | 100
CCOc1ccc(C(C(=O)NCC2CCCO2)N(C(=O)c2snc(C(N)=O)c2N)c2ccccc2F)cc1 (stereo not given) | -13 | 11 | -10 | -4.2 | 22 | 1 | -3.7 | -43 | 100
Cn1c(CCc2nc3ccccc3[nH]2)n[nH]c1=S | -10 | -7 | -2 | -2.6 | -8 | 2 | -3.8 | -1 | 88
Cc1ccc(-n2cnc3cc(NCc4cccs4)ccc32)cc1 | 4 | 13 | -16 | -0.1 | 19 | 7 | -3.6 | -9 | 104
COc1ccc(Cl)cc1Nc1nc(C)cc(=O)[nH]1 | 4 | 11 | -1 | -1.7 | -10 | 3 | -0.3 | -2 | 106
Cc1ccc2nc3n(c(=O)c2c1)CCC3 | -1 | 10 | 0 | -2.2 | 16 | 4 | -2.8 | 2 | 93

All compounds of this part, previewed entries included:
SMILES | NS3 helicase inh | UBC9 SUMO inh | pCIP destab | IMP-1 inh | PHOSPHO1 inh | IDE act | VIM-2 inhibitor | DNA FID counter | MEKK3 PB1 HTS
Cc1ccc(/C=C/C(=O)NCC2COc3ccccc3O2)o1 (stereo not given) | 2 | -1 | 4 | -2.1 | -8 | 1 | -0.9 | -8 | 106
Cc1ccc(NC(=O)CSc2nc(O)c(Cc3ccccc3)c(=O)n2-c2ccccc2)cc1 | 20 | 5 | 7 | 0.2 | -2 | 4 | -0.1 | -42 | 83
Cc1cccc(-n2ncc3c(NCCCO)ncnc32)c1 | 3 | 10 | -4 | -4.2 | -15 | 4 | -5.5 | -7 | 103
COc1ccc(C(=O)CSc2nnc(CNc3nc(-c4ccccc4)cs3)n2C)cc1 | -24 | -10 | 0 | -2.5 | 18 | -13 | -1.3 | -21 | 92
Cc1ccccc1C(=O)N1N=C(c2ccc(NS(C)(=O)=O)cc2)CC1c1cccs1 (stereo not given) | -11 | -4 | -7 | -5.6 | . | -4 | -0.5 | -25 | 103
Cc1ccc(C2CCN(C(=S)NC3CCCCC3)C2)cc1 (stereo not given) | -11 | 10 | -3 | -2.3 | -7 | -3 | -2.0 | -7 | 100
CCOc1ccc(C(C(=O)NCC2CCCO2)N(C(=O)c2snc(C(N)=O)c2N)c2ccccc2F)cc1 (stereo not given) | -13 | 11 | -10 | -4.2 | 22 | 1 | -3.7 | -43 | 100
Cn1c(CCc2nc3ccccc3[nH]2)n[nH]c1=S | -10 | -7 | -2 | -2.6 | -8 | 2 | -3.8 | -1 | 88
Cc1ccc(-n2cnc3cc(NCc4cccs4)ccc32)cc1 | 4 | 13 | -16 | -0.1 | 19 | 7 | -3.6 | -9 | 104
COc1ccc(Cl)cc1Nc1nc(C)cc(=O)[nH]1 | 4 | 11 | -1 | -1.7 | -10 | 3 | -0.3 | -2 | 106
Cc1ccc2nc3n(c(=O)c2c1)CCC3 | -1 | 10 | 0 | -2.2 | 16 | 4 | -2.8 | 2 | 93
N#Cc1cccc(NC(=O)CCNC(=O)c2ccccc2Cl)c1 | -6 | 7 | -12 | -2.1 | 24 | 3 | -1.4 | -4 | 104
Cc1oc2ccccc2c1CC(=O)NCCCN(C)C | 11 | 6 | -9 | -2.0 | 48 | . | -2.4 | -1 | 105
O=C(OCCOc1ccccc1Cl)c1ccc(-n2cnnn2)cc1 | -6 | 17 | -4 | -2.7 | -11 | -4 | -0.4 | -10 | 100
CN(C)CC/C=C1/c2ccccc2COc2ccccc21 | -7 | -2 | -24 | -0.9 | 48 | . | -2.0 | 17 | 105&103
COC(=O)C1=CN(CCCN2CCCC2=O)C=C(C(=O)OC)C1c1cccs1 | -2 | 1 | 5 | -0.1 | 3 | 7 | -1.6 | -15 | 98
O=C(NCCC1=CCCCC1)C(=O)NCCc1ccc(Cl)cc1 | 2 | 22 | -12 | 0.2 | 34 | -1 | 0.5 | -1 | 95
O=C(c1ccc(C#Cc2ccccc2)o1)N1CCN(c2ccccn2)CC1 | -18 | 23 | -7 | -2.0 | -6 | 4 | -1.9 | -19 | 93
COc1ccc(CCCC(=O)NCCc2ccccc2)cc1 | -2 | 17 | -8 | 0.3 | -1 | 0 | 1.0 | -16 | 107
c1ccc2c(c1)C(=NCC1CCCO1)NC2=NCC1CCCO1 (stereo not given) | -12 | 37 | -21 | -2.7 | 16 | -2 | -3.1 | 3 | 97
Cc1ccc(CNS(=O)(=O)NCc2ccccc2)cc1 | 0 | 10 | 0 | -1.1 | 6 | 5 | -0.8 | -2 | .
Cc1cc2[nH]c(=O)c(=O)[nH]c2cc1S(=O)(=O)N1CCN(c2ccccc2)CC1 | 12 | 5 | -1 | 0.1 | 23 | 6 | 1.9 | -25 | 99
COC(=O)c1sc(S(=O)(=O)N2CCN(CCO)CC2)c(C(=O)OC)c1C | -8 | 14 | -8 | -1.2 | -2 | -3 | -2.1 | -1 | 64
O=C1CSC(=S)N1 | 7 | 5 | -7 | -2.6 | 20 | 6 | -1.3 | 0 | 99
CCOC(=O)CCC(=O)Nc1ccc([N+](=O)[O-])cc1C | 5 | 18 | -2 | -0.2 | 13 | . | -2.4 | 6 | 92
COC(=O)COc1ccc2c(=O)c(-c3ccccc3)coc2c1 | 14 | -6 | 10 | -0.2 | 0 | -8 | 0.9 | -13 | 93
COc1ccc(NC(=O)CSc2nnc(C3CC3)n2N)cc1 | -3 | 8 | -6 | -2.7 | 38 | -2 | -0.7 | -7 | 103
NS(=O)(=O)c1cccc(NC(=O)CC23CC4CC(C2)CC(CC(=O)Nc2cccc(S(N)(=O)=O)c2)(C4)C3)c1 | 7 | 7 | 5 | -3.6 | . | -1 | -3.5 | -18 | 101
Cc1onc(-c2c(Cl)cccc2Cl)c1C(=O)OCC(=O)c1ccccc1 | -6 | -6 | -3 | -1.8 | 47 | 2 | -2.5 | -15 | 112
O=Cc1ccc(OCC(=O)NC(=O)NC2CCCCC2)cc1 | -1 | 19 | -7 | -1.7 | -9 | 4 | -2.1 | -9 | 102
Cn1c(SCc2ccc([N+](=O)[O-])cc2)nnc1-c1ccncc1 | 4 | 16 | -2 | -2.5 | -37 | 0 | -3.5 | -4 | 101
Cc1ccc(C2(C)NC(=O)N(CC(=O)NC(=O)NCCC(C)C)C2=O)cc1 (stereo not given) | 7 | 4 | 1 | -3.0 | -14 | -4 | 1.2 | -21 | 100
Cc1cc(C)cc(NC(=O)C2CCCN2C(=O)NC2CCCCC2)c1 (stereo not given) | 4 | -2 | -2 | -2.9 | 43 | 3 | -4.2 | 3 | 96
CC(CC(=O)Nc1ccccc1)NCCCN1CCCC1=O (stereo not given) | -6 | 3 | 6 | -0.2 | -20 | 2 | 0.8 | 0 | 103
C/C(=N\Nc1cccc(C(=O)O)c1)c1cc2ccccc2o1 | 8 | 11 | 10 | -1.5 | -35 | 1 | -1.6 | -22 | 101
Cc1cccc(C)c1NC(=S)N1CCC(c2ccccc2)C1 (stereo not given) | -7 | 0 | 12 | -1.8 | -4 | 4 | -0.5 | -12 | 105
CC(=O)c1cccc(NC(=S)NC(=O)c2ccccc2Cl)c1 | -3 | 14 | -7 | -4.3 | 5 | 1 | -4.5 | -11 | 101
COc1cccc(CNC(=O)c2nnn(CC(=O)Nc3ccc4c(c3)OCO4)c2N)c1 | 2 | 10 | 2 | -2.7 | -16 | -1 | -3.8 | -1 | 95
CC(=O)c1ccc(N2CCN(C(=O)CCS(=O)(=O)c3ccc(C)cc3)CC2)cc1 | 18 | 3 | 4 | -4.4 | -23 | -6 | -1.2 | -25 | 104
Cc1nn(Cc2ccc(Cl)cc2Cl)c(C)c1NC(=O)c1nc2n(n1)C(C(F)F)CC(C)N2 (stereo not given) | -12 | 6 | -11 | 0.0 | -7 | 0 | 0.5 | -36 | 104
COCCSc1ccccc1C(=O)Nc1ccc2c(c1)OCO2 | -3 | 0 | -2 | -1.8 | 41 | -3 | -2.1 | -4 | 101
COc1ccc(N2C(=O)C3CCCN3C2c2ccc(C)cc2)cc1Cl (stereo not given) | -5 | 13 | -5 | 1.0 | 2 | -4 | 2.3 | -1 | 104
COc1ccc(/C=N/NC(=O)C2c3ccccc3Oc3ccccc32)c(OC)c1 | 12 | 2 | 10 | -2.6 | 17 | -6 | -1.3 | -4 | .
CC1CCN(CCc2nc3cc(NC(=O)COc4ccccc4)ccc3n2C)CC1 | -6 | 17 | 1 | -1.6 | 23 | 4 | -0.9 | 4 | 100
Cc1c(C)c2ccc(OCC(=O)N3CCN(C(=O)C4COc5ccccc5O4)CC3)cc2oc1=O (stereo not given) | 0 | 0 | -2 | 0.0 | 48 | -2 | 3.2 | -46 | 98
O=C(N1CCOCC1)N1CCN(c2nc(-c3ccccc3)cs2)CC1 | -8 | -10 | -2 | -0.8 | 35 | -2 | -1.3 | -26 | 104
COc1ccc(CC(=O)Nc2oc(-c3ccccc3)c(-c3ccccc3)c2C#N)cc1OC | -13 | 4 | -15 | -3.3 | -13 | 4 | -1.7 | -8 | 108
CC(C)c1cc(C(=O)Nc2ccc3c(c2)OCO3)no1 | -2 | 0 | 13 | -1.8 | -14 | 4 | -1.5 | -4 | 104
O=C(CN1C(=O)c2ccccc2C1=O)OCC(=O)N1CCc2ccccc2C1 | 11 | 2 | 9 | -4.4 | 41 | -2 | -2.4 | -11 | 105
O=c1[nH]c2cc3c(cc2cc1CN(Cc1ccc2c(c1)OCO2)Cc1nnnn1CC1CCCO1)OCO3 (stereo not given) | 2 | 2 | -11 | 0.3 | 8 | 6 | -1.9 | -11 | 98
O=S(=O)(Nc1ccccc1Cl)c1ccc(NS(=O)(=O)c2cccs2)cc1 | -18 | -4 | -9 | -2.4 | -10 | 0 | -3.2 | -1 | 101
Cc1cc(C)n2nc(SCC(=O)N/N=C/c3cccc(Br)c3)nc2n1 | 6 | 22 | -7 | 0.9 | -22 | -3 | -1.2 | -11 | 102
